# PTHR1 ag = PTHR1 (human) receptor agonism. Q03431. HEK293 GP2 PTHR1 cells, GloSensor cAMP luminescence, 1 h. Potency, µM (highest dose often 115 µM), inactives show at the highest dose activation, most hits filed as activators. hit rate 0.075% among 410,000. AID 743266; note: potency is the fitted concentration of half-maximal effect; nearly all actives have a fitted effect of over 55% in size; some results filed as inactive show a strong effect at the top dose; inactives centre near -15; many of its hits are not listed in these tables
# Target sequence (Q03431 whole entry, looked up): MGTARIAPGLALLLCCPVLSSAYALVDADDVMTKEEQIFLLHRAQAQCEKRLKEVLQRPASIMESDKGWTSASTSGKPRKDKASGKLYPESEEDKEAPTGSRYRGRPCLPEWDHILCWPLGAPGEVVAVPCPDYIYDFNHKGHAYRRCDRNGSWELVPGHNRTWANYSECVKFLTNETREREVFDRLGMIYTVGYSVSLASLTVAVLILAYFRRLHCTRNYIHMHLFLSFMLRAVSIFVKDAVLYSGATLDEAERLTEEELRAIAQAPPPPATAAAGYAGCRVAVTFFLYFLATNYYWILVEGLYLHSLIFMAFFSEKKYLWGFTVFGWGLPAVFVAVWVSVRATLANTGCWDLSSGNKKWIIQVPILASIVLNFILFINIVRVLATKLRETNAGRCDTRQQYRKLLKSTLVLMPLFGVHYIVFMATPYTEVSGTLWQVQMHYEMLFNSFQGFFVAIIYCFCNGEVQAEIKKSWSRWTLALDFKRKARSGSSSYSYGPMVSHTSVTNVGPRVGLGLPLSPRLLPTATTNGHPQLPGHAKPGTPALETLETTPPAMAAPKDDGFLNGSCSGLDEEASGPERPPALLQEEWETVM
#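 HEK-293-derived GP2 cells expressing PTHR1 and a GloSensor cAMP reporter, 3,000/well, plated overnight, given luciferin plus IBMX (each 0.5 mM as added) for 1 h at 37 °C, then compound for 1 h at 37 °C. Luminescence was read after 15 min at room temperature.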
# D3 antag = blocks the human D3 dopamine receptor; max response, negative = inhibition, %; D3R cells, DiscoveRx beta-arrestin luminescence, antagonist mode; stronger effect = lower value; AID 652054; hit rate 2.5% among 360,000; P35462; in the data active = max response below about -50%; inconclusive = no clear call, values can overlap the other calls; note: % is set by controls: 0 for no effect and ±100 for the full control effect; mostly tested at two doses, the higher about 12 µM
#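 Cells plated overnight at 1500 cells/well, then exposed to library compounds with dopamine controls for 90 minutes at 37 degrees C. DiscoveRx reagent added for 30–60 minutes at room temperature; luminescence read, quantitative HTS format.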
# Abeta yeast res = compounds reversing amyloid beta toxicity in yeast | Potency, µM (highest dose often 46.1 µM), for the others: at the top dose growth rescue, actives largely listed as activators | hit rate 0.063% among 410,000 | yeast expressing A-beta42, growth rescue, OD600, 48 h; response scale: 0% DMSO, 100% iron-clioquinol control; note: potency is the fitted concentration of half-maximal effect; nearly all actives have a fitted effect of over 55% in size
#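 Yeast A-beta toxicity model in growth medium with pinned compounds, 48 h at 30 C; growth read as absorbance at 600 nm. Normalized to FeCl3/clioquinol equimolar mix (positive) and DMSO (negative).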
# pAkt inh = Akt phosphorylation inhibition; AID 651550; Neuro2A IGF-stimulated pAkt S473 HTRF, 20 min; stronger effect = lower value; activity change, % for hits at 50 µM; hit rate 0.32% among 360,000; in the data active = activity change below about -80%; inconclusive = mostly about -51% to -80%; note: % is set by controls: 0 for no effect and ±100 for the full control effect
#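 Single-point screen (50 µM final compound) in Neuro2A cells stimulated 20 min with 6 nM IGF at 37 deg C. After lysis, Ser473-phosphorylated Akt read by HTRF (ex 330 nm, em 615/665 nm) as the 665/615 ratio.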
# TDP-43 yeast inh = rescues yeast growth from TDP-43 toxicity. hit rate 1.8% among 410,000. TDP-43 expressing yeast growth rescue, BacTiter-Glo, 24 h. Potency, µM (top dose mostly 46.1 µM), for the others: at the highest dose growth rescue (activation), most hits filed as activators; note: potency is the fitted concentration of half-maximal effect; % of control where 0% means no effect; nearly all actives have a fitted effect of over 50% in size
#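 Yeast cells expressing TDP-43 under galactose induction are exposed to compounds for 24 hr at 30 deg C. BacTiter-Glo luminescence measures growth, so protective compounds score as activators.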
# aSyn yeast inh = alpha-synuclein toxicity inhibition in yeast. Yeast expressing alpha-synuclein, growth rescue, BacTiter-Glo, 24 h. Potency, µM (titrated, usually from 46.1 µM), for the others: top-dose growth rescue (activation), most hits filed as activators. hit rate 0.14% among 370,000. AID 652106; note: potency is the fitted concentration of half-maximal effect; % of control where 0% means no effect; nearly all actives have a fitted effect of over 65% in size
#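 Readout is rescue of growth in alpha-synuclein-expressing yeast, so inhibitors of toxicity appear as activators. Growth after 24 hr at 30 deg C in galactose medium is quantified by luminescence.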
# FUS yeast rescue = suppressors of FUS proteinopathy in yeast; S. cerevisiae FUS-expressing, growth rescue, OD600, 24 h; Potency, µM (doses to about 76.6 µM), without a hit: at the top dose growth rescue (activation), usual class: activators; hit rate 0.24% among 390,000; AID 1347120;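 note: potency is the fitted concentration of half-maximal effect; plate controls were DMSO vehicle for no effect and reference control for full effect; nearly all actives have a fitted effect of over 55% in size; some results filed as inactive show a strong effect at the top dose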
#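 Read-out: OD at 600 nm after 24hr at 30C, reporting rescue of FUS-induced yeast toxicity. Cells at OD 0.005 in galactose (2%) minimal medium; compounds tested in a dilution series; CP55940 titration from 92uM final as control.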
# GLP1R ag = activates the human GLP-1 receptor. AID 624172. HEK293 GLP-1R CRE-luciferase, luminescence, 4-6 h; cells express a hypersensitive GLP-1R form. hit rate 0.007% among 380,000. Potency, µM (doses to about 45.6 µM), without a hit: top-dose activation, actives largely listed as activators; note: potency is the fitted concentration of half-maximal effect; % of control where 0% means no effect
# Target sequence (P43220 whole entry, looked up): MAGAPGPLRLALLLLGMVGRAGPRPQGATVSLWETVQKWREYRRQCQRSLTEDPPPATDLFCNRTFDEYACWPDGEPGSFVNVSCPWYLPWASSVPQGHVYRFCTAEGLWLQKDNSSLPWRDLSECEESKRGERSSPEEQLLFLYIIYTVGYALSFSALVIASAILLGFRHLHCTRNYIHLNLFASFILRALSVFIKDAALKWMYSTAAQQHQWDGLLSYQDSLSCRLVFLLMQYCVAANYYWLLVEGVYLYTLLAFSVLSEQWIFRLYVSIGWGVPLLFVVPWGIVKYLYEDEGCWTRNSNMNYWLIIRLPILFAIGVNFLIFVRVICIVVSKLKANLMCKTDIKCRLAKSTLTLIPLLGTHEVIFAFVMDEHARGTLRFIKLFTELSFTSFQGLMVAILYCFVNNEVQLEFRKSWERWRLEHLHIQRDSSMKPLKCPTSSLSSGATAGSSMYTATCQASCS
# GLP1R inv ag = inverse agonists of human GLP-1 receptor. HEK293 GLP-1R CRE-luciferase, luminescence, 24 h; GLP-1R form is constitutively active. Potency, µM (doses to about 38.3 µM), for the others: at the top dose activity change, negative = inhibition, most hits filed as inhibitors. hit rate 1.6% among 410,000; note: potency is the fitted concentration of half-maximal effect; % is set by controls: 0 for no effect and ±100 for the full control effect; nearly all actives have a fitted effect of over 55% in size
#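 Using stably transfected HEK293 (constitutively active GLP-1R, cAMP-luciferase reporter), compounds were incubated 24 hr and luciferase measured by luminescence.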
# * marks the source's active call; other numbers are inactive results; i = inactive; ? = inconclusive; · = no result given; & = joins results of further samples; ! = not active in a repeat; [ ] = remark or other dose. Unless noted, calls come from the whole dose curve; as a rule, active = well fitted curve in the direction sought with a large enough effect; inconclusive = small, poorly fitted or top-dose-only effect, or another doubt; inactive = no such curve, though single readings can be large; an effect the other way counts as inactive or inconclusive. Not all compounds are listed; count on the stated rates, not on these rows.
SMILES,PTHR1 ag,D3 antag,Abeta yeast res,pAkt inh,TDP-43 yeast inh,aSyn yeast inh,FUS yeast rescue,GLP1R ag,GLP1R inv ag
O=C(CCSCc1cccc(Cl)c1)NCCc1ccc(Cl)cc1,-19.5%,-26.3,29.3%&-2.2%,i,11.2µM*!,1.6%,-4.7%&-8.6%,8.8%,?
CC(C)Oc1ccc(C2CC(=O)N(c3cccc(C(=O)O)c3)C2=O)cc1 (configuration not stated),-8.7%,13.0,17.0%,i,?,0.8%,21.1%,-0.1%,0.0%
C[C@H](O)[C@@H]1CN2CCc3c([nH]c4ccc(-c5ccc6c(c5)OCO6)cc34)[C@@H]2C[C@@H]1N(C)C(=O)Nc1ccc(F)cc1,-6.9%,-8.5,-19.3%,i,8.3%,0.8%,40.4%,-7.8%,3.98µM*
CN(CCO)c1nc(N)c2c(N)nc3c(c2c1C#N)CC(=O)N3Cc1cccs1,-23.6%,-0.3,4.0%,i,-9.2%,5.3%,38.6%,-12.3%,36.5%[activator]
O=c1[nH]nc(SCCS(=O)(=O)c2ccc(F)cc2)n1-c1ccccc1,-20.9%,5.2,-15.4%,i,-10.1%,-3.8%,9.0%,2.4%,?
CCc1c(C)nc2ncnn2c1N1CCC(C(=O)Nc2ccc(C)cc2)CC1,?,-6.6,-17.8%,i,-18.5%,18.6%,13.2%,2.0%,?
O=C(Nc1cccc(C(F)(F)F)c1)NC1CCCCC1,-17.4%[57.5 µM],0.0,10.1%,·,10.0%,-16.6%,-18.0%,-15.8%,?
Cc1ccc(C)c(N2CCN(C(=O)c3ccc4c(c3)c(C)c(C)n4C)CC2)c1,-37.7%,27.0,-1.4%&-17.9%,i,-8.0%&11.6%,1.5%,22.5%&19.6%,4.2%,?
O=S(=O)(Nc1ccccc1N1CCOCC1)c1c(F)cc(F)cc1Br,-21.3%,-9.4,9.6%,i,-1.9%,0.6%,-6.8%,0.5%,-3.6%
N#CC1=C(N)Nc2nc3ccccc3n2C1c1ccc(Cl)cc1 (configuration not stated),-56.9%[inhibitor],10.7,3.6%,i,2.7%,-4.4%,-0.9%,-17.8%,-8.9%
COc1ccccc1NC(=O)Nc1ccc(C)cn1,i,20.7,-11.5%,i,5.9%,1.7%,5.1%,-5.1%,8.9%
Clc1cccc(OCCCCN2CCCCC2)c1,i,?,-3.8%,i,-12.0%,-4.5%,-17.5%,-4.2%,-21.0%
CNc1nc(NCc2ccc(N(C)C)cc2)c2sccc2n1,i,-9.6,-21.0%,i,4.2%,-4.8%,-8.7%,-5.1%,?
O=C(O)c1cccc(-c2csc(C(O)(c3ccccc3)C(F)(F)F)n2)c1 (configuration not stated),-42.1%[inhibitor],4.7,2.8%,i,?,-22.2%,-7.4%,-1.8%,-3.3%
CC1CCCCC1NC(=O)COn1nnc2ccc(Cl)cc21 (configuration not stated),-14.4%[57.5 µM],9.9,15.7%,i,?,5.0%,12.0%,-0.5%,?
Cc1ccc(S(=O)(=O)N2CCCC(C(=O)NCC3CCCO3)C2)cc1 (configuration not stated),-2.8%,-2.4,-11.4%,i,-5.7%,-0.5%,-9.4%,1.5%,-1.9%
CC(C)[C@H](NS(=O)(=O)c1ccc(Cl)cc1)C(=O)OCC(=O)NCCN1C(=O)CSC1=O,i,-9.6,12.0%,i,9.8%,-1.5%,0.4%,-3.9%,-19.6%
COc1ccc(CN(Cc2ccccn2)S(=O)(=O)c2ccc(-n3cnnn3)c(OC)c2)cc1,i,8.3,22.4%,i,-0.3%,10.7%,10.8%,16.9%,-16.8%
COc1ccccc1OCCC(=O)N1CCN(c2ccccc2OC)CC1,i,-15.1,1.6%,i,16.9%,7.7%,16.2%,11.9%,-1.9%
O=S(=O)(Cc1noc(-c2ccccc2Cl)n1)c1ccccn1,-50.6%[inhibitor],16.0,-14.6%,i,-12.4%,-5.3%,23.8%,15.6%,-4.6%
CSc1ccccc1NC(=O)CN(C)CC(=O)Nc1ccc(N2CCOCC2)cc1,-1.0%,15.8,-2.1%,i,0.0%,12.9%,2.7%,8.8%,1.3%
N#C/C(=N\Nc1ccc(Cl)cc1)C(=N)N1CCCCCC1,-31.7%,?,-7.4%,i,5.7%,0.2%,0.6%,16.2%,19.4%
Cc1ccc(-n2nnnc2CNC(=O)C(=O)c2c[nH]c3ccccc23)cc1C,-94.7%[inhibitor],-7.7,5.9%,i,7.7%,4.2%,6.3%,-1.2%,-24.9%
Cc1ccc(Cc2c(-c3ccc(Cl)cc3)nc3c(C)cc(Br)cn23)cc1,-7.7%,?,-22.0%,i,19.1%,7.1%,15.5%,1.1%,?
C[C@@H]1CCCCO[C@@H](CN(C)C(=O)Cc2ccccc2)[C@@H](C)CN([C@H](C)CO)C(=O)c2cc(N(C)C)ccc2O1,-13.0%,21.5,-8.8%,i,11.2%,3.3%,-2.0%,3.6%,1.7%
C#CCNC(=O)C1=C[C@@H](c2ccccc2)[C@H](CCCO)[C@@H](OCC)O1,i,15.0,-1.0%,i,10.8%,-2.3%,-17.5%,-4.8%,10.8%
CC(=O)Nc1nc(-c2ccc(-c3ccccc3)cc2)cs1,-17.9%,10.8,5.9%,i,22.9%,-1.3%,-7.3%,-7.1%,12.7%
O=C(c1ccc(CS(=O)c2ccc(F)cc2)o1)N1CCN(C2CCCCC2)CC1 (configuration not stated),-23.7%,24.2,14.2%,i,-3.3%,0.9%,17.6%,-1.2%,0.5%
COc1ccc(CC(=O)Nc2cccc(S(=O)(=O)N3CCCC3)c2)cc1OC,-30.5%[inhibitor],23.8,5.4%,i,12.6%,1.7%[1.84 µM],28.3%,11.8%,18.2%
CC(=O)Nc1ccc(S(=O)(=O)N(C)CCOCc2ccccc2)cc1,-3.9%,7.4,9.4%,i,-6.6%,1.2%,1.0%,0.3%,15.0%
O=C(O)CC(NC(=O)COc1ccccc1)c1cccc([N+](=O)[O-])c1 (configuration not stated),i,-0.2,-2.0%,i,-15.9%,0.4%,16.0%,-1.6%,17.2%
COc1ccc(OC)c(Cc2nnc(CCC(=O)NCc3nc4ccccc4s3)o2)c1,i,1.6,-3.1%,i,-21.8%,1.1%,?,-1.6%,-5.3%
CCc1ccc(C2c3c(oc4ccc(F)cc4c3=O)C(=O)N2c2nc(C)c(C(=O)OC)s2)cc1 (configuration not stated),11.7%,·,16.6%,·,10.2%,·,17.7%,·,17.2%
COc1ccc(Nc2ncnc3ccccc23)cc1,-13.1%[57.5 µM],40.4,1.5%,i,10.3%,-1.6%,14.0%,-4.5%,-13.4%
O=C(COc1ccc2c(-c3ccccc3)cc(=O)oc2c1)NCc1cccs1,-16.2%,21.7,-1.3%,i,10.7%,-2.1%,·,5.6%,4.4%
COC(CNS(=O)(=O)c1cc2c3c(c1)CCN3C(=O)CC2)OC,-8.9%,-1.7,8.3%,i,-9.9%,4.0%,-24.3%,1.0%,15.1%
CCN1C(=O)S/C(=C/c2ccc(Sc3nc4ccccc4[nH]3)o2)C1=O,-22.6%,5.8,18.2%,i,-21.5%,0.1%,·,-4.3%,76.4%[activator]
Cc1ccc(NC(=O)CCN2C(=O)c3ccccc3S2(=O)=O)cc1C,-21.5%,-0.8,-1.0%,i,20.6%,6.7%,-7.9%,8.9%,19.8%
CCc1ccc(C(=O)COC(=O)C(Cc2ccccc2)NC(=O)c2ccc(Cl)cc2)cc1 (configuration not stated),-8.2%,2.7,-3.7%,i,-9.7%,-1.4%,12.2%,-6.2%,-22.9%
COC(=O)c1sccc1-n1cccc1C(=O)NCc1ccccc1,i,-1.5,6.9%,i,1.4%,5.6%,-4.5%,18.2%,0.2%
CC1(C)Cc2nc3sc4c(NCCO)ncnc4c3cc2CS1,i,3.2,-13.0%,i,2.8%,-11.6%,-8.4%,16.9%,7.0%
CC(=O)c1c(C)[nH]c(C(=O)OCC(=O)c2ccc(C)s2)c1C,-47.5%[inhibitor],-3.4,4.7%,i,-7.0%,10.1%,6.7%,20.7%,21.2%
N=C1/C(=C\c2ccc(OC(=O)c3ccco3)cc2)C(=O)N=C2SC=NN12,i,-5.2,-7.4%,i,-2.0%,-3.9%,13.9%,1.8%,-1.4%
Cc1[nH]c(=O)c(C#N)c2c1COC(C)(C)C2,i,-10.2,1.8%,i,-33.1%,0.3%,28.9%,10.1%,28.9%
COc1ccc(NC(=O)CCc2nc(-c3ccc(C)cc3)no2)cc1Cl,-22.0%[57.5 µM],10.6,15.2%,i,3.6%,-7.2%,-12.0%,-10.1%,?
Cc1cc(NC(=O)CSc2nc3ccsc3c(=O)n2CCCC(=O)NCCc2ccccc2)no1,i,-2.8,-16.4%,i,-10.7%,-5.5%,-0.8%,6.2%,?
CNC(=S)N(Cc1cc2cc(C)cc(C)c2[nH]c1=O)C1CCCC1,i,-5.4,2.2%,i,-10.9%,6.3%,?,14.6%,?

# Just FUS yeast rescue and GLP1R ag, for some of the entries so far:
canonical_smiles	FUS yeast rescue	GLP1R ag
COC(=O)c1sccc1-n1cccc1C(=O)NCc1ccccc1	-4.5%	18.2%
CC1(C)Cc2nc3sc4c(NCCO)ncnc4c3cc2CS1	-8.4%	16.9%
CC(=O)c1c(C)[nH]c(C(=O)OCC(=O)c2ccc(C)s2)c1C	6.7%	20.7%
N=C1/C(=C\c2ccc(OC(=O)c3ccco3)cc2)C(=O)N=C2SC=NN12	13.9%	1.8%
